Mdm2 MdmX PPI – inhibitors of human Mdm2/MdmX interaction. SaOS-2 split-luciferase Mdm2/MdmX complementation, luminescence. actives 3% (n = 330,000). inhibition, % at 8 µM. O15151+Q00987;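 active means inhibition of at least 50% at 8 µM in the primary screen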
CXCR6 block – inhibitors of human CXCR6 receptor | O00574 | CHO-K1 PathHunter CXCR6 beta-arrestin, luminescence | inhibition, % at 20 µM | actives 0.36% (n = 360,000); in the data active means inhibition above about 34%, passing the limit was not always enough;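 further: antagonist mode with CXCL16 agonist at 10 nM final; 0% = 10 nM CXCL16 with DMSO and 100% = unstimulated wells without agonist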
Target sequence (O00574 whole entry, looked up): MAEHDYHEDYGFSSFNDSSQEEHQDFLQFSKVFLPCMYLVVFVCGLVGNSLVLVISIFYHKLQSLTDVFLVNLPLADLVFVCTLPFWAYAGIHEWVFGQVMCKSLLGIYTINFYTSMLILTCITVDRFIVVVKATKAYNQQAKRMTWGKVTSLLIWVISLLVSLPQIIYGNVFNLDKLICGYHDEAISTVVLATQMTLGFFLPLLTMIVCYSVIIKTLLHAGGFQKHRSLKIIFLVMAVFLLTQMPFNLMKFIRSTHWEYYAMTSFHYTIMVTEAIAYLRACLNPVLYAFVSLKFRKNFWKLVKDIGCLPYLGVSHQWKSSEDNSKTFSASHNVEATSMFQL
CCR6 antagonist – antagonists of human CCR6 receptor; CHO-K1 CCR6 PathHunter beta-arrestin, luminescence, CCL20-stimulated; inhibition, % at 20 µM; actives 0.49% (n = 340,000); AID 493098;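 active means compounds whose inhibition of the agonist-driven luminescence signal at 20 µM reaches about 50%, limit read from the data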;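 further: cells stimulated with CCL20 at 14 nM final; plate controls were DMSO with CCL20 for no effect and DMSO without agonist for full effect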
Target sequence (P51684 whole entry, looked up): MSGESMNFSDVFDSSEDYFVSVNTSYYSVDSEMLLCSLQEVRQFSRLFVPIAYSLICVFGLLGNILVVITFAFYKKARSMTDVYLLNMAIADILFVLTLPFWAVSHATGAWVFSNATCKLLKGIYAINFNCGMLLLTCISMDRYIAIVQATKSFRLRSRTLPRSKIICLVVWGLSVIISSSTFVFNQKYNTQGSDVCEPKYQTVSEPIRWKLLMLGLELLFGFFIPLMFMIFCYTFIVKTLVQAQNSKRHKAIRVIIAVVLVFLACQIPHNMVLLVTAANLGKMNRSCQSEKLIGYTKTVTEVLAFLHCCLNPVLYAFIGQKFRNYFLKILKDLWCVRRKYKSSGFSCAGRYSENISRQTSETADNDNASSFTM
UPR XBP1 act – adaptive UPR (XBP1) activation; CHO-XBP1 luciferase reporter, IRE1-XBP1 UPR activation, luminescence; percent of tunicamycin response, DMSO as zero; AID 463104; actives 0.33% (n = 330,000); activation, % at 20 µM;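 active means versus positive control, 20 µM dose yields 30% or more activation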;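 further: 100% = tunicamycin at 10 µg/mL and 0% = DMSO only wells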
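assay system = CHO-XBP1 luciferase reporter cells | amount = 1000 cells/well | buffer or medium = F12 plus 10% FBS | compound dosing = single point, 20 µM final compound, 1% DMSO | incubation = 16-18 h cell attachment at 37 °C, then 6 h compound exposure | detection = Steady-Glo luminescence read | controls = tunicamycin 10 µg/mL and vehicle-only wells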
APJ ag – APJ receptor agonism | CHO-K1 APJ PathHunter beta-arrestin, luminescence; 0% DMSO wells, 100% apelin | actives 0.11% (n = 330,000) | activation, % at 20 µM | P35414 | AID 2520;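 active means activation more than six SD over the plate average, tested at 20 µM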;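 further: 0% = DMSO alone and 100% = apelin-13 at 10 nM; some results filed as inactive read as strong as hits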
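Incubation: overnight seeding, 90 min compound at 25 °C, 1 h detection; test system: PathHunter CHO-K1 APJ (AGTRL-1) beta-arrestin reporter cells; amount: 1000 cells/well; doses: one dose, 20 µM compound, 1% DMSO; measured by: beta-gal luminescence; measure: agonist-driven arrestin binding to APJ; benchmarks: negative DMSO alone, positive Apelin-13 at 10 nM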
tim23-1 inh – inhibits growth of tim23-1 mutant yeast; S. cerevisiae tim23-1 growth, BacTiter-Glo luminescence, 24 h; inhibition, % at 20 µM; actives 1.3% (n = 330,000); AID 463212;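 active means growth inhibition of the mutant yeast at or above 50%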;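 further: temperature-sensitive mutant grown at 25 °C; plate controls were DMSO-treated mutant yeast for no effect and medium wells lacking yeast for full effect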
CHOP UPR activ – apoptotic UPR (CHOP) activation; CHO-CHOP luciferase reporter, luminescence; percent of tunicamycin response over DMSO baseline; activation, % at 10 µM; actives 0.34% (n = 330,000); AID 449763;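 active means at 10 µM dose, activation of 40% or more, normalized to positive control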;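 further: 100% = tunicamycin at 10 µg/mL and 0% = DMSO alone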
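measured by = luciferase luminescence | assay system = CHO-CHOP cells, stable luciferase reporter of PERK-eIF2a-CHOP signalling | amount = 500 reporter cells seeded per well | timing = 6 h compound exposure at 37 °C after overnight seeding | controls = positive tunicamycin 10 µg/mL, negative DMSO alone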
APJ antag – antagonists of human APJ apelin receptor. P35414. CHO-K1 APJ beta-arrestin complementation, luminescence. inhibition, % at 20 µM. actives 0.32% (n = 330,000). AID 2521;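 active means inhibition above about 40% at 20 µM, limit read from the data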;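 further: cells challenged with 10 nM apelin-13 agonist together with compound; plate controls were apelin-13 plus DMSO wells for no effect and DMSO wells lacking apelin-13 for full effect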
EBI2 antag – antagonists of human EBI2 receptor | P32249 | EBI2 beta-arrestin recruitment, luminescence, 7a,25-OHC stimulated | inhibition, % at 5 µM | actives 0.81% (n = 360,000); in the data active means inhibition above about 38%;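 further: enzyme fragment complementation signal reports receptor beta-arrestin coupling in cells; 0% = agonist plus DMSO wells and 100% = wells without agonist; some results beyond the cut were filed as inactive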
Target sequence (P32249 whole entry, looked up, the tested form may be a part): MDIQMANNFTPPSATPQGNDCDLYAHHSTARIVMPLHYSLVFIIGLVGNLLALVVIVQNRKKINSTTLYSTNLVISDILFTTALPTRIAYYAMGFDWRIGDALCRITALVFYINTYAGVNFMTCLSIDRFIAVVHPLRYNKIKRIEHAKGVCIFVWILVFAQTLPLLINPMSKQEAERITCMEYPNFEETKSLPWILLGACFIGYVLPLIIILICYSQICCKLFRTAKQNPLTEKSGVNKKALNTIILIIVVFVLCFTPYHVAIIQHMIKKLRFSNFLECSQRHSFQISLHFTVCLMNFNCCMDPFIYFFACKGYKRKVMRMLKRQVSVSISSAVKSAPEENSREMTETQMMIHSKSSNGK
* marks the source's active call; other numbers are inactive results; . = no result given.

SMILES	Mdm2 MdmX PPI	CXCR6 block	CCR6 antagonist	UPR XBP1 act	APJ ag	tim23-1 inh	CHOP UPR activ	APJ antag	EBI2 antag
C/C(=N\Nc1ccc(S(=O)(=O)Nc2ccccc2)cc1[N+](=O)[O-])c1ccncc1	8	.	.	5	12	-6	0.0	0	.
CC(C)c1nc(SCC(=O)N2CCCCCC2)c2c(=O)n(C)c(=O)n(C)c2n1	23	-3	-4	0	13	47	1.4	5	6
CN(C)S(=O)(=O)Nc1ccccc1C(N)=O	-29	4	16	0	-6	6	0.8	1	0
O=C(CSc1n[nH]c(=O)n1C1CC1)Nc1ccc(Cl)cc1Cl	-2	-10	11	-2	-3	-1	1.7	2	1
CC(C)CC(=O)N1CCC(O)(CS(=O)(=O)Cc2ccccc2Cl)CC1	4	4	4	0	-2	20	-0.9	2	-7
Cc1ccc(NCC(=O)N/N=C\c2ccc[nH]2)cc1	-19	-6	-10	-3	-5	15	2.7	10	21
CCn1nc(C)c(/C=C2\CCCC3=C2OC(N)=C(C#N)C3c2c(C)nn(CC)c2C)c1C (configuration not stated)	10	.	.	6	6	11	1.3	-3	.
COc1ccc2nc(C3CCCCC3)c3c(c2c1)CCC3	2	0	16	4	-3	30	1.6	0	26
CC(C)CC(=O)C1=C(O)C(=O)N(Cc2ccccc2)C1c1ccccc1 (configuration not stated)	29	28	-9	-2	-1	2	1.5	4	-3
COc1ccc(C(=O)N/N=C/c2ccc(N3CCOCC3)o2)cc1OC	1	-5	3	1	-3	5	-1.1	-17	-6
NS(=O)(=O)c1cccc(NC(=O)CN2CCc3ccccc32)c1	21	-8	-7	0	0	4	-0.3	-35	-4
CCCC(=O)Nc1cc(C(=O)O)ccc1S(=O)(=O)c1ccc(C)cc1	12	-1	6	0	-3	2	0.7	-1	-7
Cc1cc(C(=O)CCC(=O)N2CCN(S(=O)(=O)c3cccs3)CC2)c(C)s1	35	1	1	-4	-5	3	0.7	1	29
COc1ccc(-c2c(C#N)c(SCc3c(C)noc3C)nc3c2C(=O)CC(C)(C)C3)cc1	38	4	18	-3	1	-34	-2.4	0	41
CC1CC(C)CN(C(=O)COc2cccnc2[N+](=O)[O-])C1 (configuration not stated)	20	6	2	1	-4	-2	-0.8	-6	-1
O=C1NN(c2ccccc2)C(=O)/C1=C\c1ccccc1	1	5	12	-5	-1	-6	-1.3	9	-4
Cc1cccn2c(/C=N/OCc3ccc(F)cc3)c(-c3ccc(Cl)cc3)nc12	-24	4	-10	-3	-3	17	-2.1	10	18
COc1cccc(C(=O)N2CCN(C(=O)c3cccc4ccccc34)CC2)c1OC	29	-4	12	0	0	13	1.5	6	5
COCCN(CCOC)c1nc(S(=O)(=O)c2ccc(C)cc2)c(Cl)s1	-9	-11	3	-1	-4	28	-0.2	-2	1
CCOc1cc(NC(=S)NCC(C)C)c(OCC)cc1NC(=O)c1cccs1	15	10	8	-1	0	5	-1.9	0	11
C=CCSc1nnc2c(n1)OC(c1ccco1)Nc1ccccc1-2 (configuration not stated)	15	-1	11	2	0	27	1.0	-7	-4
Cc1cc(=O)oc2cc(OCC(=O)Nc3ccccc3C(=O)O)ccc12	-14	-4	15	1	-2	9	0.9	-1	-4
CC(C)CC(=O)N=C1SC2CS(=O)(=O)CC2N1Cc1ccccc1Cl (configuration not stated)	5	2	2	-2	6	2	-0.6	-3	5
c1coc(-c2ccnc(-c3ccncc3)n2)c1	13	-2	1	1	-1	-7	0.9	-7	-16
COC(=O)C1=C(C)N(c2ccc(OC)cc2)C(C)=C(C(=O)OC)C1c1ccccc1	15	11	17	0	-2	35	1.4	7	1
COc1ccc(Nc2nc(-c3cccs3)cs2)c(OC)c1	-138	-3	9	-1	0	30	3.1	-4	3
COc1ccccc1S(=O)(=O)Nc1ccc2cn[nH]c2c1	9	1	5	-1	5	7	2.4	1	-15
Cc1ccc(CN2CCN(Cc3cn(C)nc3C)CC2CCO)o1 (configuration not stated)	-32	8	5	1	-1	3	-0.3	18	-1
Cc1cc(C)cc(NC(=O)CCN2CCOCC2)c1	5	-6	10	-2	-1	-17	3.3	15	-13
O=C(Oc1ccccc1-c1nnco1)c1ccc(Cl)cc1	31	6	2	4	-5	21	-0.6	-9	-2
O=S(=O)(c1cccc2nsnc12)N1CCCCC1	22	-1	1	-2	17	12	-1.7	-2	0
O=C(Cc1ccccc1)Nc1ccccc1Oc1ccccc1	-10	-2	11	1	-1	12	1.6	3	-5
CCCCn1nnnc1SCC(=O)c1ccccc1F	-1	-3	10	2	-2	30	3.2	-2	-5
O=C1CCC(c2ccc3c(c2)CCC3)=NN1	14	-3	-2	4	-1	12	10	15	4
Cc1ccsc1/C=C(\C(=O)c1ccc(OC(C)C)cc1)c1nc2ccccc2o1	32	7	22	-2	-2	23	-3.3	8	33
FC(F)(F)c1cccc(NC(=S)NCC2COc3ccccc3O2)c1 (configuration not stated)	4	-7	7	0	-2	49	-0.7	4	0
CC(OC(=O)CCN=C1NS(=O)(=O)c2ccccc21)C(=O)N(C)c1ccccc1 (configuration not stated)	30	0	5	1	-2	5	1.8	3	-8
COc1cccc(NC(=O)CSc2nc3scc(C)c3c(=O)[nH]2)c1	-1	-10	-17	-5	-1	5	1.7	9	-14
O=C(NNS(=O)(=O)c1ccc(Cl)cc1)c1cnn(-c2ccccc2)c1-n1cccc1	-3	-7	3	-1	5	24	0.6	-2	-16
CCN(CC)CCCn1c2c(c(SCC(=O)N3CCc4ccccc43)nc1=O)CCC2	34	9	8	-2	2	8	1.5	-25	-5
CC(=O)c1cccc(N=Nc2c(-c3ccccc3)[nH]n(-c3ccccc3)c2=O)c1	36	25	41	-4	-8	30	-0.2	36	8
N#Cc1cc2c(=O)n3ccccc3nc2n(Cc2cccnc2)c1=O	-31	-16	6	-2	-8	6	1.8	-20	3
Cc1ccc(S(=O)(=O)Nc2ccc(C(N)=O)cc2)cc1[N+](=O)[O-]	19	4	14	1	-3	5	-0.7	2	4
O=C(Cn1cccc1C(=O)c1ccccc1)NCc1ccccc1Cl	-23	1	3	-1	0	21	4.8	25	13
O=C(Nc1ccc(F)cc1F)C1CCCN1S(=O)(=O)c1cccc2nsnc12 (configuration not stated)	10	0	21	1	-1	21	0.5	0	-10
COc1ccc(C2=NO[C@@H]3C(=O)N(c4ccc(C)cc4C)C(=O)[C@H]23)cc1OC	31	-6	4	-2	-3	-1	0.1	15	4
S=C(NCCCN1CCOCC1)N1CCN(c2cccc(Cl)c2)CC1	13	-6	0	3	-4	-48	1.7	24	-11
Nc1nc2n(n1)C(c1ccco1)CC(c1ccc(F)cc1)N2 (configuration not stated)	-20	2	6	0	-3	6	1.3	-46	-2
CC(CN1CCCC1)OC(=O)c1ccccc1Cl (configuration not stated)	15	8	13	-5	-2	0	0.2	4	3
Cc1ccc(Cc2cnc(NC(=O)c3cccs3)s2)cc1	-203	7	7	-1	-6	49	5.3	-12	-16
CCc1cc(=O)oc2cc(C)cc(OC(C)C(=O)NCc3cccnc3)c12 (configuration not stated)	33	4	23	-1	-5	0	1.2	11	7
COc1ccc(N2CCN(C(=S)Nc3cc(C)cc(C)c3)CC2)cc1	16	0	11	-2	1	9	2.4	8	3
COC(=O)c1ccc(NC(=O)COc2cccc3c2OC(C)(C)C3)cc1	15	2	5	-2	-5	25	0.2	1	2
O=C(CSc1nnc(Cn2cnc3ccccc32)o1)c1ccccc1	-5	0	-11	-2	3	21	-0.1	2	2
CC1(C)CC(=O)C=C(c2ccc(F)nc2)C1	-16	9	7	-2	-3	4	0.4	4	-4
Cc1nc(C)c(C(=O)NNS(=O)(=O)c2ccc([N+](=O)[O-])cc2)s1	17	-8	3	1	1	6	1.3	1	5
Cc1ccccc1OCCN(C#N)c1nc(N(C)C)nc(N(C)C)n1	3	6	7	-1	-1	15	4.3	8	12
CCn1c(C)nnc1SCC(=O)Nc1ccc2c(c1)OCCO2	9	-14	-4	-5	3	0	1.1	-10	-13
N/C(=N\c1nc(CSc2nc3ccccc3s2)cc(=O)[nH]1)Nc1ccc(F)cc1	57*	0	-3	19	0	-1	2.0	-5	7
CCOc1ccccc1-n1nnnc1SCC(=O)NCC1(N2CCOCC2)CCCCC1	-13	-1	6	-1	8	26	0.9	-12	14

The closing four compounds of the section before lead into the next:
SMILES	Mdm2 MdmX PPI	CXCR6 block	CCR6 antagonist	UPR XBP1 act	APJ ag	tim23-1 inh	CHOP UPR activ	APJ antag	EBI2 antag
Cc1ccccc1OCCN(C#N)c1nc(N(C)C)nc(N(C)C)n1	3	6	7	-1	-1	15	4.3	8	12
CCn1c(C)nnc1SCC(=O)Nc1ccc2c(c1)OCCO2	9	-14	-4	-5	3	0	1.1	-10	-13
N/C(=N\c1nc(CSc2nc3ccccc3s2)cc(=O)[nH]1)Nc1ccc(F)cc1	57*	0	-3	19	0	-1	2.0	-5	7
CCOc1ccccc1-n1nnnc1SCC(=O)NCC1(N2CCOCC2)CCCCC1	-13	-1	6	-1	8	26	0.9	-12	14
Cc1[nH]ncc1-c1nc2ccccc2[nH]1	-9	-3	0	1	0	-6	2.5	13	-9
CC(=O)c1cccc(OCc2cc(C(=O)NCCC3=CCCCC3)no2)c1	-116	-2	10	-7	-3	23	3.8	15	4
Cc1ccc2c(c1)c1c3n2CCN(C(=O)C2CC2)C3CCC1 (configuration not stated)	-53	-10	2	4	0	23	1.2	-123	-4
Cc1nnc(SCC(C)C)[nH]c1=O	-1	-6	-9	2	-4	8	-0.1	-12	-22
Nc1ccc(C(CC(=O)O)n2cccc2)cc1 (configuration not stated)	-19	7	6	-1	0	9	-0.1	-4	-14
COc1ccc(CNCC(O)(c2ccc(F)cc2)c2ccc(F)cc2)cc1	31	-12	3	-2	-1	2	-2.9	-3	3
CCOC(=O)CSc1nc2cc(OC)ccc2cc1C#N	-116	-3	12	3	-7	16	1.3	-9	6
CN(C)S(=O)(=O)c1cccc(NC(=O)COC(=O)/C=C/c2cccs2)c1	-31	8	15	-3	-1	-6	0.1	0	-1
Oc1ccccc1-c1cc(-c2ccc(Cl)cc2)n[nH]1	-158	-1	8	-3	3	56*	8.3	-6	23
CCOC(=O)N/N=C/c1c(F)c(F)c(F)c(F)c1F	-3	-2	5	3	-2	3	-1.5	9	-74
COc1cc(/C=C/C(=O)OCC(=O)N(C)Cc2ccccc2)cc(OC)c1OC	31	-2	8	-4	-4	17	3.1	15	5
Cc1cc(C)cc(N(CC(=O)O)S(=O)(=O)c2c(C)[nH]c(=O)[nH]c2=O)c1	-2	-2	4	0	-1	8	-0.4	-5	2

A portion of the library; the hit share may differ from the screen's.
